High-throughput results from PubChem BioAssay.
PLCg1 inh = blocks human PLC-gamma1 enzyme activity. P19174. purified PLC-gamma1, fluorogenic substrate, fluorescence. inhibition, % at 12.2 µM. hit rate 0.84% among 370,000. AID 720700; in the data active means inhibition above about 9.5%
PLCb3 inh = PLC-beta3 (human) inhibition, primary screen. Purified PLC-beta3, fluorogenic substrate, fluorescence. hit rate 0.18% among 370,000. Q01970. inhibition, % at 12.2 µM; in the data active means inhibition above about 11%;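 further: 0% = median of compound wells on plate and 100% = full blocker control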
ADAM17 inh = ADAM17 inhibition, QFRET primary screen. AID 720648. inhibition, % at 6.95 µM. P78536. recombinant ADAM17, EDANS/DABCYL FRET peptide cleavage. hit rate 0.83% among 370,000;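 active means inhibition above the mean of compounds lying between control limits plus 3 SD, set per campaign, cut at about 8.5% in these data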;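 further: 0% = DMSO-only wells as the low control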
ASAP1 GAP inh = blocks human ASAP1-stimulated Arf1 GTP hydrolysis; Q9ULH1; GDP FP detection; inhibition, % at 16.5 µM; hit rate 0.19% among 360,000; AID 624377; in the data active means inhibition above about 25%;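 further: 0% = vehicle with enzyme and substrate and 100% = no enzyme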
MBD2 inh = inhibitors of human MBD2 binding to methylated oligonucleotide | hit rate 0.31% among 370,000 | inhibition, % at 4.4 µM | TR-FRET; in the data active means inhibition above about 13%
Target sequence (Q9UBB5 whole entry, looked up): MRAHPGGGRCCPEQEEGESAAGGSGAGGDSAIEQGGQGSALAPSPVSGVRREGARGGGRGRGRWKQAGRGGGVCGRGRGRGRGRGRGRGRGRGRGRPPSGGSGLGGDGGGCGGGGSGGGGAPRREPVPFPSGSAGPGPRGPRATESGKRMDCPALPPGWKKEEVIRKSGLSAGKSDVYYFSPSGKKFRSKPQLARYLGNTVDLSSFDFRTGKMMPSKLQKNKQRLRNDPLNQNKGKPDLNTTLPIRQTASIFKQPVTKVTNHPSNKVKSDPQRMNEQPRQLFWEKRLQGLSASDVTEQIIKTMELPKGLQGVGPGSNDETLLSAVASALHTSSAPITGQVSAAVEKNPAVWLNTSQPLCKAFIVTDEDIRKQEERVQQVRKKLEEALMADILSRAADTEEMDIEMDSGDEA
Tn7 DDE FP = disrupts Tn7 cyclic peptide binding to fibrin D-Dimer-E complex; P02675; FP displacement of FITC-Tn7 peptide from fibrin DD(E); 0% = median of compound wells per plate; inhibition, % at 8.3 µM; hit rate 0.13% among 370,000; AID 720508;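 active means inhibition above the mean of compounds falling within the control limits plus 3 SD of them, cut at about 14% in these data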;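 further: 0% = plate median of compound wells and 100% = 10 µM Aha-Tn7 peptide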
Target sequence (P02675 whole entry, looked up): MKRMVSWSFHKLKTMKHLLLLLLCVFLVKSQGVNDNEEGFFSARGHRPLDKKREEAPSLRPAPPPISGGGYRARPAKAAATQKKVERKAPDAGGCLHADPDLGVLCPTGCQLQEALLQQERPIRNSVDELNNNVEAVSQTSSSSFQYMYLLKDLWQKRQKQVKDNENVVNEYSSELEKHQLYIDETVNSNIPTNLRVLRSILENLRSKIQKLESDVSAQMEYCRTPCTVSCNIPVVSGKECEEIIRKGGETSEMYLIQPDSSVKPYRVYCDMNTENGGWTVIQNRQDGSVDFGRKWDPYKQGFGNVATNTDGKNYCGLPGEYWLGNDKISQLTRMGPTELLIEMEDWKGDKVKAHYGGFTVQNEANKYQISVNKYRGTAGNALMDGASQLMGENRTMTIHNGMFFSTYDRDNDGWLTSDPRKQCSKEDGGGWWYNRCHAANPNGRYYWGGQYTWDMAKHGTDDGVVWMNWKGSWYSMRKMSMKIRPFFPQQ
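Assay system: human fibrin DD(E) protein / Input: 2 µM fibrin DD(E) / Benchmarks: high control of 10 µM Aha-Tn7 peptide / Measured by: fluorescence polarization of the labelled Tn7 tracer / Medium: Tris buffer with calcium and detergent, pH 7.8 / Timing: 10 min compound pre-incubation, 3 h probe incubation at room temperature / Repeats: one replicate per compound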
UHRF1 binding = blocks human UHRF1 binding to methylated DNA; AID 687016; Q96T88; hit rate 0.75% among 370,000; UHRF1 binding to methylated oligo, TR-FRET; inhibition, % at 4.4 µM; in the data active means inhibition above about 21%;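 further: UHRF1 SRA domain binding a hemimethylated CpG hairpin DNA probe; 0% = median of test compound wells and 100% = reference inhibitor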
proKLK7 act = proKLK7 (human) activation, primary screen. activation, % at 7 µM. AID 652039. purified proKLK7, EDANS-DABCYL substrate fluorescence; 100% is mature enzyme control, 0% vehicle. hit rate 0.9% among 370,000. P49862;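 active means activation above the mean of all tested compounds plus 3 SD, computed per campaign excluding outliers beyond control limits, cut at about 13% in these data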
ARFGAP1 inhibitor = inhibits rat ARF GTPase activating protein 1; inhibition, % at 16.5 µM; Q62848; Arfgap1-stimulated ARF1 GTP hydrolysis, GDP FP detection; AID 651572; hit rate 0.26% among 360,000;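 active means inhibition above a per-plate limit, mean inhibition of low control wells plus 3 SD, cut at about 25% in these data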;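 further: 0% = DMSO wells with enzyme and 100% = wells lacking Arfgap1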
Target sequence (Q62848 1-136 limits assumed): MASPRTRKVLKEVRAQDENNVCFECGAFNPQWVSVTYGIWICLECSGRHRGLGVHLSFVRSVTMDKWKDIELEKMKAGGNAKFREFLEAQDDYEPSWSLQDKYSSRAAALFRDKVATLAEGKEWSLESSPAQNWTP
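Repeats: one replicate per compound; assay system: rat Arfgap1 catalytic domain, aa 1-136; times: enzyme reaction 120 min at 25 °C after 20 min preincubation; detection: FP of antibody-bound GDP Alexa 633 tracer, ex 620/em 688 nm; benchmarks: high control wells lacking Arfgap1, low control full reaction with DMSO; reagent: human ARF1(Δ1-17)-GTP substrate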
DDE Tn6 FP inh = disrupts Tn6 cyclic peptide binding to fibrin D-Dimer-E complex; AID 720509; hit rate 0.21% among 370,000; inhibition, % at 8.3 µM; Fibrin DD(E) TRITC-Tn6 fluorescence polarization displacement; P02675;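 active means inhibition above a per-campaign cutoff: mean of compounds within control limits plus 3 SD, cut at about 15% in these data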;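 further: 0% = median of all compound wells on the plate and 100% = blocking peptide control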
Active calls of the source: *; i = inactive; . = not tested or not shown.

SMILES | PLCg1 inh | PLCb3 inh | ADAM17 inh | ASAP1 GAP inh | MBD2 inh | Tn7 DDE FP | UHRF1 binding | proKLK7 act | ARFGAP1 inhibitor | DDE Tn6 FP inh
COc1cccc(S(=O)(=O)NCc2ccc(C(=O)Nc3cccc(Cl)c3)cc2)c1 | 3 | 1 | 6 | 1 | 1 | 1 | -4 | 1.1 | -6 | 1
O=C(CN(c1cccc(Br)c1)S(=O)(=O)c1ccccc1)N/N=C/c1cc([N+](=O)[O-])ccc1O | 2 | -5 | 16* | 1 | 0 | -5 | -2 | 0.8 | 9 | -6
O=C(CCS(=O)(=O)c1ccccc1)Nc1nc2ccc(F)cc2s1 | -1 | -1 | -3 | 2 | 2 | 5 | -1 | 0.3 | 4 | 4
COCc1nn2c(N)c(C#N)cnc2c1-c1ccccc1 | -6 | -7 | 0 | -1 | 3 | -5 | -1 | -0.5 | -13 | 3
COc1ccc(C(=O)CSc2nnc(-c3cnccn3)n2-c2ccc(C)cc2)cc1 | -3 | -2 | 1 | . | -1 | 4 | 0 | 0.3 | . | 13
CC1CC(CCC(=O)NC(=S)Nc2ccc(Cl)cn2)C(=O)O1 (stereo unspecified) | 0 | 2 | -4 | 3 | 1 | 6 | -1 | -0.1 | 11 | 1
c1ccc(-c2nnc(N3CCN(c4ccccc4)CC3)nc2-c2ccccc2)cc1 | 2 | 3 | 0 | -10 | -3 | -1 | 1 | 0.1 | 1 | -1
CCCCCCCCN1C(=O)N2Cc3ccccc3C2CS1(=O)=O (stereo unspecified) | -2 | 0 | 2 | . | 2 | 0 | -1 | 0.6 | . | 4
COCCNC(=O)c1c(CSc2ccccc2)noc1C(=O)NCc1ccccc1 | -6 | -8 | -1 | -2 | 4 | 3 | 0 | 0.1 | -2 | -7
O=C(C1=C[C@@H](c2ccccc2)C[C@@H](OCc2ccc(CO)cc2)O1)N1CCCCCCC1 | 0 | 1 | 2 | -1 | -4 | -1 | 2 | -0.2 | 0 | 0
COC(=O)c1ccc(CNC(=O)COC(=O)c2cc(Cl)ccc2O)cc1 | -2 | -9 | 0 | 2 | 0 | -7 | -3 | 6.1 | 1 | -5
Cc1c(CC(=O)N2CCN(C(=O)C3COc4ccccc4O3)CC2)c(=O)oc2cc(O)ccc12 (stereo unspecified) | i | i | i | -5 | -1 | 0 | -1 | 58* | 8 | -8
O=C(NCCOc1ccccc1)C1Nc2ccc(C(F)(F)F)cc2C2c3ccccc3CC12 (stereo unspecified) | -1 | -1 | -3 | 11 | -1 | 0 | 3 | 0.2 | 8 | 3
COc1ccccc1CC1S/C(=N/N=C/c2ccco2)NC1=O (stereo unspecified) | 2 | 0 | 0 | 6 | -2 | -5 | 13 | 0.9 | -8 | -3
CC1(C)Cc2c(cnn2-c2ccc(F)cc2)C(NC(=O)CCc2ccncc2)C1 (stereo unspecified) | -3 | -2 | -2 | -4 | 1 | -2 | -1 | 0.5 | 6 | 5
CCN(CC)S(=O)(=O)c1cccc(C(=O)Nc2ccccc2)c1 | 1 | 1 | -3 | 9 | 0 | -3 | 1 | -0.7 | 8 | -8
COc1cc([N+](=O)[O-])ccc1NC(=O)C[n+]1ccccc1C | 3 | 3 | 1 | 13 | -6 | 3 | -1 | 0.6 | 7 | 7
CSc1nc2ccc(Br)cc2[nH]1 | 1 | -2 | 0 | -6 | 0 | -8 | -1 | 0.0 | 7 | 4
COc1ccccc1-c1nnc(SCCN2CCOCC2)n1-c1ccc(C)cc1 | 4 | 1 | 0 | 0 | 5 | -7 | -1 | 0.2 | -4 | 2
CCOc1ccccc1NC(=S)N1CCN(c2ccc(O)cc2)CC1 | 0 | -5 | -1 | 17 | -1 | 0 | -4 | -0.1 | 3 | 0
S=c1[nH]nc(-c2cc(-c3ccccc3)n[nH]2)n1/N=C/C=C/c1ccccc1 | -1 | -8 | -4 | -6 | -2 | 1 | -1 | 0.7 | -4 | 1
Cc1cc(NC2C3CC4CC(C3)CC2C4)n2nnnc2n1 (stereo unspecified) | -2 | 3 | -4 | -2 | 2 | 0 | -2 | 0.0 | -10 | 1
NS(=O)(=O)c1ccc(NC(=S)NC(=O)c2cccc(Br)c2)cc1 | -1 | -4 | -3 | -7 | 0 | 4 | 2 | 0.1 | 3 | -1
CC(C)(C)NC(=O)Cn1ccc(=N)c2ccccc21 | 1 | -2 | -5 | 4 | -4 | -8 | -1 | 0.0 | 1 | -7
COC(=O)c1ccc(C)c(NC(=O)CSc2nnc3ccccn23)c1 | 3 | -5 | -6 | -2 | 2 | -3 | -1 | 0.7 | -13 | 0
Nc1ncc(CCN2CCOCC2)c(-c2ccc(F)cc2)n1 | -3 | -12 | -6 | 9 | 4 | -5 | 3 | 0.5 | 4 | -8
O=C1CC(N2CCN(c3ccc(F)cc3)CC2)C(=O)N1c1ccccc1 (stereo unspecified) | -2 | -2 | -2 | 12 | 0 | 5 | -1 | 0.1 | -3 | 0
C/C(CC(=O)Nc1ccc2c(c1)OCCO2)=N\NC(=O)COc1ccccc1 | 1 | -1 | 2 | -1 | -4 | 1 | -1 | 0.9 | 10 | 3
COC(=O)CC1C(=O)NCCN1C(=O)CSc1nc2cc(Cl)ccc2o1 (stereo unspecified) | -1 | 0 | 0 | -6 | 6 | -3 | -4 | 0.0 | -13 | 2
Nc1c(-c2ccc(Cl)cc2)cnn1C1CCS(=O)(=O)C1 (stereo unspecified) | 1 | -2 | -4 | -15 | 3 | 9 | 0 | -0.2 | 6 | 8
CCOc1ccc(N(CC)C(=O)Cc2c(C(=O)O)n(C)c3ccccc23)cc1 | -3 | -8 | -3 | -9 | 4 | 8 | -3 | 0.1 | -8 | 6
CCC(c1nnnn1Cc1ccc(F)cc1)N1CCN(C)CC1 (stereo unspecified) | 0 | 1 | -2 | -10 | -6 | 8 | 0 | 0.0 | -7 | 6
CC(C)(C)OC(=O)N1CCCC(C(=O)Nc2ccc(C(=O)NCc3ccccc3)cc2)C1 (stereo unspecified) | 2 | 2 | 3 | -2 | -4 | 3 | -1 | 0.3 | 1 | -2
CCC/C(=N\NC(=O)c1ccc(CSc2nncn2C)cc1)c1ccccc1 | -3 | 0 | 3 | 9 | -2 | -5 | 1 | 0.0 | 5 | -2
COc1ccc([C@@H]2OC2(C(N)=O)C(N)=O)cc1 | 3 | -2 | -2 | 6 | -3 | -4 | -1 | -0.1 | 13 | -3
O=C1c2cccnc2C(Nc2ccc(S(=O)(=O)N3CCCCC3)cc2)N1Cc1ccccc1 (stereo unspecified) | 2 | 2 | -3 | -2 | -1 | -2 | 1 | 0.2 | -1 | 3
CN(c1ccccc1)S(=O)(=O)c1ccc(C(=O)Nc2nnc(-c3ccco3)o2)cc1 | -3 | -2 | 5 | 9 | 0 | -1 | -4 | -0.5 | -4 | 0
CN(C)c1ccc(NC(=O)C[n+]2ccccc2)cc1 | 4 | -6 | -1 | 4 | -1 | 1 | 0 | 0.4 | -3 | -1
CCc1cc(C(=O)NCC2CCCO2)sc1C (stereo unspecified) | -2 | -9 | -2 | -7 | 1 | 0 | -1 | 0.1 | 15 | 6
O=C(COC(=O)CCC1CCCCC1)Nc1ccc(OC(F)F)cc1 | -1 | 0 | 6 | 17 | -3 | 0 | 0 | 0.2 | 11 | 5
CCn1c(C)c(Br)c(=O)c(C(=O)OC)c1-c1ccc(Cl)cc1 | 1 | -3 | -5 | 4 | 5 | -4 | 4 | -0.1 | -2 | -3
C=CCO[C@H]1CN(C(=O)OC)[C@@H]2C[C@H]1Oc1ccccc12 | 1 | 3 | -6 | 11 | 2 | -3 | -2 | 0.8 | -3 | -1
O=C(CNS(=O)(=O)c1ccccc1)NCC(=O)OCc1ccccc1F | -2 | 1 | 1 | 12 | -3 | 0 | 3 | 0.0 | -5 | 8
COc1ccc(/C=N/NC(=O)c2ccc(CSc3nncn3C)cc2)cc1OC | -19 | -33 | -9 | 0 | -2 | 2 | 2 | 0.8 | 9 | 9
COc1ccccc1NS(=O)(=O)c1ccc(C)c(C(=O)NC2=NCCS2)c1 | 3 | -6 | -1 | 14 | 3 | 0 | -1 | -0.4 | -7 | -5

Single entries from the list:
Under proKLK7 act, COc1ccccc1NS(=O)(=O)c1ccc(C)c(C(=O)NC2=NCCS2)c1 is entered as -0.4
Under Tn7 DDE FP, COc1ccc([C@@H]2OC2(C(N)=O)C(N)=O)cc1 is entered as -4

(further entries)
SMILES | PLCg1 inh | PLCb3 inh | ADAM17 inh | ASAP1 GAP inh | MBD2 inh | Tn7 DDE FP | UHRF1 binding | proKLK7 act | ARFGAP1 inhibitor | DDE Tn6 FP inh
O=C(Nc1ccc(NC(=S)NC(=O)c2ccco2)cc1)c1ccc(Br)cc1 | -1 | 4 | -3 | 58* | 5 | 3 | 3 | 0.4 | 10 | 2
Cc1c(CN2CCCCC2C)c(=O)n(-c2ccccc2)n1C (stereo unspecified) | 2 | -15 | -2 | 5 | -3 | -11 | 2 | -0.6 | -1 | 3
C[C@@H]1CN([C@@H](C)CO)C(=O)c2cc(C#Cc3ccccc3)cnc2O[C@H]1CN(C)C(=O)c1ccccc1F | -2 | -5 | 1 | -6 | 0 | 0 | 11 | 0.1 | 0 | -2
C#CCOCCOCCOCCNc1nc(N2CCN(C(=O)Cn3cc(CCO)nn3)CC2)nc(N2CCN(C(=O)[C@H](CCCCN)n3cc(CCCC)nn3)CC2)n1 | -1 | 0 | -4 | -3 | 4 | 3 | 10 | 0.2 | 6 | -1
COc1ccc(NC(=O)CN(CC(=O)Nc2ccc(OC)cc2)C(C)(C)CO)cc1 | 2 | -4 | 3 | 9 | -1 | 9 | 2 | 0.0 | 7 | 3
CCOC(=O)c1c(NC(=O)C(C)Sc2nnc(C)c(=O)[nH]2)sc2c1CCCC2 (stereo unspecified) | 0 | -5 | 0 | 3 | 2 | 5 | 0 | 0.1 | -3 | 1
COc1ccc(N2CCN(c3ccc(Cl)nn3)CC2)cc1 | -1 | 0 | -4 | -2 | 2 | 4 | -1 | -0.4 | -7 | -2
COc1cccc(NC(=O)CCc2nc(-c3ccccc3F)no2)c1 | -1 | -2 | -1 | -4 | 1 | -8 | -2 | -0.6 | 1 | 1
CC(C)(C)N(Cc1ccccc1)C(=O)COC(=O)C1CCCCC1 | 4 | -1 | 2 | -4 | -1 | -3 | 6 | 0.1 | 24 | -4
CCNC(=O)CCSc1nc(C)cc(C)n1 | -2 | -4 | -2 | -10 | -3 | 9 | 0 | 0.0 | 5 | 4
O=C(CC(=O)c1cccs1)c1ccncc1 | -5 | -4 | -2 | -3 | 0 | 6 | 0 | -0.1 | -7 | 5

Entries above printed as active in proKLK7 act:
SMILES | PLCg1 inh | PLCb3 inh | ADAM17 inh | ASAP1 GAP inh | MBD2 inh | Tn7 DDE FP | UHRF1 binding | proKLK7 act | ARFGAP1 inhibitor | DDE Tn6 FP inh
Cc1c(CC(=O)N2CCN(C(=O)C3COc4ccccc4O3)CC2)c(=O)oc2cc(O)ccc12 (stereo unspecified) | i | i | i | -5 | -1 | 0 | -1 | 58* | 8 | -8
